Assay outcomes as filed in PubChem.
PKM2 act: qHTS Assay for Activators of Human Muscle isoform 2 Pyruvate Kinase; Pyruvate kinase PKM (Homo sapiens), P14618; purified PKM2, Kinase-Glo ATP luminescence, activation; response scale: 0% is enzyme alone, no compound; Potency, µM (doses to about 57.5 µM), without a hit: top-dose activation, hits mostly activators; hit rate 0.34% among 260,000; further: potency means the concentration at half of the fitted maximal effect; on the % scale 0 is the no-effect control and ±100 the full control effect; nearly all actives have a fitted effect of over 55% in size
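hPK-M2, >95% pure; 0.1 mM ADP / 0.5 mM PEP final; imidazole pH7.2 buffer w/ 7 mM MgCl2, 50 mM KCl; 1 h RT; Kinase-Glo lum. Intermediate enzyme activity for dual inhibitor/activator qHTS.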
USP2a inh: qHTS Assay for Inhibitors of Ubiquitin-specific Protease USP2a Using CHOP2 as the Reporter. Potency, µM (titrated, usually from 38.3 µM), for inactives: top-dose activity change, negative = inhibition, actives largely listed as inhibitors. USP2 core, Ub-CHOP2 coupled fluorogenic reporter, 485/531. hit rate 0.01% among 330,000;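 further: potency means the concentration at half of the fitted maximal effect; plate controls were DMSO wells for no effect and full inhibition by NEM control for full effect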
Target sequence (O75604 whole entry, looked up): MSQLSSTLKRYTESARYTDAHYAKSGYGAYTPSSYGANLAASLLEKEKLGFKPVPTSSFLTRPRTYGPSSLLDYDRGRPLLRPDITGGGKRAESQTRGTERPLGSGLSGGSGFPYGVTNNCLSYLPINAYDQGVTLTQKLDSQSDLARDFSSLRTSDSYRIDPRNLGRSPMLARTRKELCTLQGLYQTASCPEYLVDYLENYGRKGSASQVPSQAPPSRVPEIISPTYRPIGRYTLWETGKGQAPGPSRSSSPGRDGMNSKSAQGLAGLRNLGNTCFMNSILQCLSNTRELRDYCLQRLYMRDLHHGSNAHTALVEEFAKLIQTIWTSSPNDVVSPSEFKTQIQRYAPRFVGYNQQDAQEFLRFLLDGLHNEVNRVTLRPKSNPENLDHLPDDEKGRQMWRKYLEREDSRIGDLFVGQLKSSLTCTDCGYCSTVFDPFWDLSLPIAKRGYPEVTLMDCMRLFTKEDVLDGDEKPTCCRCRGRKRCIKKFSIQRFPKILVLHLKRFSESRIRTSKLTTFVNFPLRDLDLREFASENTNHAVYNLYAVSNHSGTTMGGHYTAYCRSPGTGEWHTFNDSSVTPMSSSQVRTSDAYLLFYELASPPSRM
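Cell-free coupled assay: 10nM USP2 core preincubated 30min RT with compound in Tris-HCl pH 8.0/CaCl2/CHAPS buffer, then 25nM Ub-CHOP2 and 25nM reporter substrate; fluorescence (Ex 485/Em 531) read after 60min RT, normalized to NEM inhibition, concentration-response curves fitted.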
KCNH2 WT inh: qHTS for Inhibitors of KCHN2 3.1: Wildtype qHTS; Voltage-gated inwardly rectifying potassium channel KCNH2 (Homo sapiens), Q12809; U2OS, BacMam KCNH2, thallium flux FluxOr; active compounds read low; activity change, % at 1.84 µM; hit rate 0.37% among 340,000;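 active means maximum activity change below -70%; inconclusive means maximum activity change between -70% and -50%; inactive means maximum activity change above -50%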; further: on the % scale 0 is the no-effect control and ±100 the full control effect
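U2OS cells were transduced with wild-type KCNH2 virus (2.03 x 10^8 / mL) for 4 h at room temperature, then cultured overnight at 37 C. Thallium flux was read with FluxOr dye. Rate constants were normalized to DMSO controls.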
GALK inh: qHTS Assay for Inhibitors of Human Galactokinase (GALK); P51570; Purified GALK, Kinase-Glo residual ATP luminescence; Potency, µM (titrated, usually from 57.5 µM), without a hit: at the highest dose activity change, negative = inhibition, usual class: inhibitors; hit rate 0.007% among 270,000; further: potency means the concentration at half of the fitted maximal effect; on the % scale 0 is the no-effect control and ±100 the full control effect
Target sequence (P51570 whole entry, looked up): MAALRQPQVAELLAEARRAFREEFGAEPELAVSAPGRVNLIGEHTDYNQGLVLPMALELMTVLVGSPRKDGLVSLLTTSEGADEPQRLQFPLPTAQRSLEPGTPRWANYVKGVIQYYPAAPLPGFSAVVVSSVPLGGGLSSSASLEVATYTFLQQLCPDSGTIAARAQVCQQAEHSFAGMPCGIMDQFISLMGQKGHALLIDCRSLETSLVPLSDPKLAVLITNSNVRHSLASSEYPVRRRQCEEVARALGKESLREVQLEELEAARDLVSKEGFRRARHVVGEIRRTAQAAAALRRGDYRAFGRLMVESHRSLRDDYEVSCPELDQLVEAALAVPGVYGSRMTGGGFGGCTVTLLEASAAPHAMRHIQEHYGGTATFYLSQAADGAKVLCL
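5 nM enzyme, 35 uM ATP, 100 uM galactose, 20 mM HEPES pH8.0, 5 mM MgCl2; 1 h RT; residual ATP by Kinase-Glo Plus luminescence, qHTS format.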
Mito fusion act: qHTS Assay for Small Molecule Inhibitors of Mitochondrial Division or Activators of Mitochondrial Fusion; Potency, µM (top dose mostly 46.1 µM), without a hit: at the top dose growth rescue (activation), actives largely listed as activators; S. cerevisiae fusion-defective mutant growth rescue, CellTiterGlo 48 h; hit rate 0.23% among 320,000;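 further: potency means the concentration at half of the fitted maximal effect; % of control where 0% means no effect; nearly all actives have a fitted effect of over 45% in size; temperature-sensitive fusion mutants such as fzo1-1 at 37 °C on non-fermentable ethanol glycerol medium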
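Growth-rescue viability read-out: after 48 h at the non-permissive 37C in glycerol/ethanol YPEG, yeast mitochondrial fusion mutants are measured by CellTiterGlo luminescence; compounds (23 nl pinned per well) restoring growth score as division inhibitors or fusion activators.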
S-ASM inh: Inhibitors of Secretory Acid Sphingomyelinase (S-ASM): qHTS; Potency, µM (top dose mostly 57.5 µM), for the others: at the highest dose activity change, negative = inhibition, hits mostly inhibitors; hit rate 0.006% among 340,000; AID 504937, 2011; placental ASM, HMU-PC fluorogenic substrate, 60 min; further: potency means the concentration at half of the fitted maximal effect
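qHTS format. ASM enzyme prepared from human placenta hydrolyses the fluorogenic substrate HMU-PC0 (9 uM final) over 60 min at 37 °C after a 10 min compound preincubation.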
Chronic BCR inh: qHTS Assay to Find Inhibitors of Chronic Active B-Cell Receptor Signaling. ABC-DLBCL IkBa-CBG/CBR reporter, luminescence ratio, 4 h. hit rate 0.05% among 340,000. Potency, µM (series often up to 46.1 µM), for the others: at the top dose ratio change, negative = lower green/red ratio, most hits filed as inhibitors; active means well fitted inhibition curve with a large enough effect in the signal ratio, with a control signal flat, not every such curve was filed as active; inconclusive means small, poorly fitted or top-dose-only effect, or effect the other way, or a change in a side signal; the % refers to the signal ratio;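 further: potency means the concentration at half of the fitted maximal effect; plate controls were basal doxycycline-induced cells for no effect and cells given 10 µM MG132 for full effect; MG132 reads +100%, hits lower the ratio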
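TMD8 human ABC-DLBCL cells with doxycycline-inducible IκBα–green luciferase fusion and unfused red luciferase, in 0.5% FBS medium; compounds up to 46 uM, 4 h at 37C. Green/red luminescence ratio, filter-overlap corrected, fitted to concentration-response curves.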
Menin MLL FP TR: qHTS Assay for Inhibitors Targeting the Menin-MLL Interaction in MLL Related Leukemias: Competition With Texas Red Labeled MLL-derived Mutant Peptide; Potency, µM (titrated, usually from 61.6 µM), inactives show top-dose FP activity change, negative = inhibition, usual class: inhibitors; AID 1768, 2009; hit rate 0.23% among 270,000; Menin + Texas Red MLL mutant peptide, fluorescence polarization; O00255; active means well fitted inhibition curve with a large enough effect in the polarisation, with a control signal flat, not every such curve was filed as active; inconclusive means small, poorly fitted or top-dose-only effect, or effect the other way, or a change in a side signal; inactive means no such curve, though single readings can be large or run the other way; the % refers to the polarisation; further: potency means the concentration at half of the fitted maximal effect; % of control where 0% means no effect; many of its hits are not listed in these tables
TSHR antag: Antagonists of the Thyroid Stimulating Hormone Receptor: HTS campaign; activity change, negative = inhibition, % at 11.5 µM; Thyrotropin receptor (Homo sapiens), P16473; hit rate 0.2% among 330,000; TSHR-expressing cells, TSH-stimulated cAMP HTRF, 2 h; active compounds read low;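 active means activity change below a set negative limit, meaning inhibition stronger than a set level, cut at about -70% in these data; inconclusive means activity change between two set negative limits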; further: on the % scale 0 is the no-effect control and ±100 the full control effect
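Read-out is FRET at 665 nm (cryptate excitation 337 nm) from a cryptate-tagged anti-cAMP antibody, competed by cell cAMP against cAMP-d2. Compounds are tested on freshly harvested TSHR cells challenged with 4nM TSH (EC80) for 2 hours at 37 deg C.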
MBNL1-CUG inh: qHTS Assay for Inhibitors of MBNL1-poly(CUG) RNA binding; TR-FRET MBNL1-His/biotin-(CUG)12 binding, 665/545 ratio; hit rate 0.036% among 280,000; Potency, µM (titrated, usually from 57.5 µM), inactives show at the top dose activity change, negative = inhibition, usual class: inhibitors; AID 2675, 2010; Muscleblind-like protein 1 (Homo sapiens), Q9NR56; active means well fitted inhibition curve with a large enough effect in the signal ratio, with a control signal flat, not every such curve was filed as active; inconclusive means small, poorly fitted or top-dose-only effect, or effect the other way, or a change in a side signal; inactive means no such curve, though single readings can be large or run the other way; the % refers to the signal ratio; further: potency means the concentration at half of the fitted maximal effect; on the % scale 0 is the no-effect control and ±100 the full control effect
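TR-FRET readout: Ex 340 nm, 665/545 nm emission ratio, normalized to buffer-only (basal) and MBNL1-(CUG)12 controls. Complex of MBNL1-His with Biotin-(CUG)12, compounds 92 nM–58 uM, incubated 60 min at room temperature.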
Eya2 phos inh: qHTS Assay for Inhibitors of the Phosphatase Activity of Eya2. Potency, µM (series often up to 76.9 µM), without a hit: top-dose activity, negative = inhibition, usual class: inhibitors. hit rate 0.006% among 330,000. AID 488837, 2010. Protein phosphatase EYA2 (Homo sapiens), O00167. recombinant Eya2, OMFP fluorescence dephosphorylation (OMFP is methylfluorescein phosphate); further: potency means the concentration at half of the fitted maximal effect; on the % scale 0 is the no-effect control and ±100 the full control effect
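Eya2 protein (added as 0.2 uM solution) was preincubated with compound for 10 min at ambient temperature in 50 mM HEPES pH 7.5, 50 mM NaCl, 5 uM MgCl2, 0.05% BSA, 1 mM DTT. OMFP (added at 50 uM) then reacted 10 min; fluorescence read at 485/525 nm.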
Numbers without * were called inactive; i = inactive; ? = inconclusive; . = not tested or not shown; [ ] = remark or other dose. Unless noted, the call rests on the fitted dose curve; in most records, active means well fitted curve in the direction sought with a large enough effect; inconclusive means small, poorly fitted or top-dose-only effect, or another doubt; inactive means no such curve, though single readings can be large; an effect the other way counts as inactive or inconclusive.

SMILES	PKM2 act	USP2a inh	KCNH2 WT inh	GALK inh	Mito fusion act	S-ASM inh	Chronic BCR inh	Menin MLL FP TR	TSHR antag	MBNL1-CUG inh	Eya2 phos inh
Cc1cc(N2CCN(c3ccccc3)CC2)nc(NCc2ccccc2)n1	-1.0%	1.1%	8.2	-2.4%	-7.9%	-12.9%	-2.3%	-0.1%	38.0	-8.2%	-19.7%
CCN1CCN(CCNC(=O)c2ccc(/C=C3/Sc4ccccc4N(Cc4ccccc4C)C3=O)cc2)CC1	0.8%	-12.1%	7.0	-1.6%	-6.6%	-2.6%	?	?	14.5	24.7%	-16.4%
CC1C(=O)C(C)(C)C(=O)OC1c1ccc([N+](=O)[O-])cc1 (stereo unspecified)	.	-0.6%	-7.2	-0.4%	17.6%	2.8%	-0.8%	18.3%	-4.0	?	3.7%
CCn1c2c(c3cc(Cl)ccc31)CCCC2=O	3.7%	-0.1%	-17.0	2.0%	1.4%	13.7%	14.2%	0.1%	-3.3	13.2%	-9.6%
OCCC1CCCCN1CC(O)COCc1ccc(Cl)cc1 (stereo unspecified)	-2.5%	-0.1%	21.1	-0.8%	-3.5%	6.9%	?	-9.9%	17.5	-0.8%	-32.1%
Cc1cccc(C)c1OCC(=O)Nc1cccc(-c2nnc(-c3ccccc3)o2)c1	-9.7%	-0.7%	12.7	-1.1%	-0.8%	-10.7%	?	?	-5.5	-1.0%	10.5%
C=CCn1c(SCC(=O)NCCCO)nc2sc3c(c2c1=O)CCC3	-1.1%	-1.3%	32.5	1.6%	1.1%	-3.1%	-0.5%	13.2%	23.1	2.3%	8.9%
CC1=CC(C)(C)NC(=S)N1c1cc(C)cc(C)c1	-6.0%	-2.1%	15.3	5.7%	-2.7%	3.2%	-1.9%	-15.0%	-4.8	12.7%	-16.7%
FC(F)(F)c1ccc2c(c1)NCC1CCCN21 (stereo unspecified)	20.4%	0.0%	0.4	0.5%	-0.5%	-4.9%	-13.2%	?	-17.9	23.3%	1.0%
CCN(CC)S(=O)(=O)c1ccc(/C=C/C(=O)Nc2ccc(N3CCOCC3)cc2)cc1	1.4%	-1.6%	2.8	-0.8%	-2.8%	-8.7%	-13.9%	.	-11.1	?	-10.3%
Oc1sc(C=Nc2ccc(F)cc2)c2ccccc12	5.6%	10.0%	-17.0	0.0%	-3.3%	-20.9%	-15.4%	1.1%	-3.9	?	35.3%
COc1ccc2c(c1)C1NC(=S)NC(C)(O2)C1C(=O)Nc1ccc(C)cc1C (stereo unspecified)	-6.7%	2.5%	4.0	.	-1.5%	1.8%	3.4%	1.0%	4.9	-19.3%	6.2%
O=C(CCSc1nc(-c2ccco2)cc(C(F)(F)F)n1)Nc1ccc2c(c1)OCO2	-0.1%	-1.6%	-15.1	2.7%	11.9%	-5.2%	0.7%	33.6%[activator]	-8.4	8.5%	-11.5%
COc1ccc(S(=O)(=O)NCC2CCCN(C(=O)c3ccco3)C2)cc1 (stereo unspecified)	13.6%	3.8%	1.2	-4.2%	-0.8%	6.0%	14.7%	1.6%	11.7	11.5%	1.9%
OC(C#CCN1CCCCC1)c1ccccc1 (stereo unspecified)	-8.1%	-1.4%	5.0	-2.1%	-4.1%	-0.3%	6.3%	12.1%	4.8	-5.4%	3.6%
CC1CC(C)CN(C(=O)CNC(=O)c2ccc3ccccc3c2)C1 (stereo unspecified)	-6.0%	-1.0%	0.5	-3.4%	3.9%	-0.6%	?	-14.3%	-8.7	?	7.8%
CN(C)c1ccc(C(=O)c2ccc(N(C)C)c3ccccc23)cc1	3.0%	1.9%	-9.5	3.2%	17.6%	-4.7%	?	-6.1%	-10.8	158.6%[activator]	0.5%
COc1ccccc1C(=O)OCc1nc(N)nc(Nc2ccccc2C)n1	-9.2%	-0.3%	i	-0.3%	-12.8%	2.4%	-2.3%	9.0%	-4.4	-5.8%	2.2%
COc1ccc(S(=O)(=O)N2CCOCC2)cc1NC(=O)CCNC(=O)c1ccc([N+](=O)[O-])cc1	.	1.6%	-7.7	.	-1.8%	-0.5%	-9.4%	.	0.9	.	-0.7%
COc1ccc(N=C2SC(CC(=O)Nc3cccc(Cl)c3)C(=O)N2Cc2ccco2)cc1 (stereo unspecified)	-0.2%	-7.6%	1.4	-3.3%	21.2%	?	6.1%	?	-9.3	.	-1.7%
CCNS(=O)(=O)c1ccc(CCC(=O)N2CCc3ccccc3C2)cc1	5.9%	-2.2%	-11.4	-6.7%	4.0%	-1.7%	5.5%	-13.3%	-9.3	-7.7%	8.2%
C=CCn1c(=S)[nH]c2cc(-c3ccccc3)sc2c1=O	.	5.5%	-5.5	5.5%	-16.7%	-0.1%	?	4.4%	0.2	6.7%	3.0%
Cc1ccc(-c2noc(CCC(=O)NCCCN3CCN(c4ccc(F)cc4)CC3)n2)cc1	-1.8%	-1.1%	2.2	6.6%	-8.7%	-0.3%	-2.1%	1.5%	-14.4	-1.3%	-2.4%
O=C(CN1CCN(Cc2ccccc2)CC1)N/N=C/c1c[nH]c2ccccc12	2.8%	4.3%	1.6	-2.0%	-0.8%	-0.4%	-12.6%	0.3%	13.2	1.2%	-4.4%
COCCSc1nnc(NC(=O)C2CC(=O)N(c3ccc(Cl)cc3)C2)s1 (stereo unspecified)	0.2%	-4.6%	1.5	-1.9%	-1.5%	2.4%	5.0%	13.6%	-4.6	2.1%	19.5%
Brc1ccc(/C=N/Nc2nncc(-c3ccccc3)n2)o1	-0.7%	-0.6%	.	-0.8%	-1.2%	.	-0.4%	5.3%	2.2	.	7.7%
Cc1cccc(C)c1NC(=O)C1(N(Cc2ccco2)C(=O)CC2NC(=O)NC2=O)CCCC1 (stereo unspecified)	-2.2%	0.1%	-4.2	0.6%	2.1%	-0.5%	-0.6%	-2.3%	2.7	8.3%	9.3%
COc1ccc(NS(=O)(=O)c2cccc(C(=O)NNC(=O)c3ccc(C)o3)c2)cc1	.	3.9%	-1.7	.	2.0%	2.6%	-0.5%	.	0.6	.	-6.6%
CCOc1ncccc1C(=O)OCC(=O)Nc1ccc(C)c(S(=O)(=O)N2CCOCC2)c1	2.2%	0.7%	16.2	1.9%	-0.8%	2.8%	-2.4%	-5.9%	-7.5	0.2%	-1.3%
O=C(N/N=C/c1ccc(Cl)cc1Cl)c1ccc2nc[nH]c2c1	.	0.2%	14.3	-2.7%	-9.7%	-1.6%	-5.3%	.	-8.4	13.2%	-10.0%
Cn1c(CCC(=O)Nc2ccc(F)cc2)nc2cc(S(=O)(=O)N3CCOCC3)ccc21	.	-2.0%	-1.5	.	-2.5%	-1.3%	-1.8%	.	.	.	-3.1%
COc1ccc(-n2ncc(C(=O)NC3CC3)c2C2CCN(C(=O)OC(C)(C)C)CC2)cc1	.	3.3%	-4.3	0.3%	3.7%	2.8%	1.3%	-9.1%	5.4	1.0%	-5.2%
Cc1ccc(Nc2ncccc2C(N)=O)cc1	0.4%	0.5%	1.7	.	1.3%	-0.7%	?	-1.0%	-1.8	-22.8%	-3.8%

These rows are one share of the data; the hit share may differ from the screen's.
